Source: PubChem BioAssay
A3G deaminase: APOBEC3G DNA deaminase inhibitors, primary screen, biochemical, fluorescence, single-stranded DNA substrate, uHTS; DNA dC->dU-editing enzyme APOBEC-3G (Homo sapiens), Q9HC16; recombinant A3G, ssDNA deamination FAM/TAMRA fluorescence; inhibition, % at 20 µM; hit rate 0.28% among 330,000;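 active means inhibition of at least 40% at 20 µM, with no more than 30% in the related APOBEC3A deaminase screen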;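 further: plate controls were DMSO wells with A3G for no effect and wells lacking A3G enzyme for full effect; some compounds called inactive have numbers as strong as hits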
Target sequence (Q9HC16 whole entry, looked up): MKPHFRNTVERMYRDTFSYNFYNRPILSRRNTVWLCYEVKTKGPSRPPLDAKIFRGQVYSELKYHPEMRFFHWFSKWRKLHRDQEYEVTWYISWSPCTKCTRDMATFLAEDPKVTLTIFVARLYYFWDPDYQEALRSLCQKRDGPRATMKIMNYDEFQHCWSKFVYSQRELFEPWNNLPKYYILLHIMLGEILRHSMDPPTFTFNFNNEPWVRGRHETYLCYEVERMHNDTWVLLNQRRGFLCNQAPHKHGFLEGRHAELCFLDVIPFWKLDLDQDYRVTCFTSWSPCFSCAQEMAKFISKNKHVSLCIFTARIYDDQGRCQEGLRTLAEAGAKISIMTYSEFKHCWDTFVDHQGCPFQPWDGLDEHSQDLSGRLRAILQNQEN
SENP1 inh: human SENP1 catalytic domain inhibitors, primary screen, biochemical, FRET, uHTS; recombinant SENP1 catalytic domain, CyPet-SUMO1-YPet FRET cleavage; inhibition, % at 10 µM; hit rate 0.21% among 360,000; AID 624204, 2012;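 active means inhibition at least 30% at 10 µM, raw YFP signal under a set limit, fluorescence ratio 0.5 to 1.5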;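 further: 0% = enzyme with DMSO and 100% = no enzyme wells; some results filed as inactive read as strong as hits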
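Test system: recombinant human SENP1 catalytic domain, His6-tagged / Medium: pH 8 Tris buffer with EDTA, NaCl, BME, BSA, NP40, catalase / Also added: SUMO1 FRET substrate flanked by Cypet and Ypet, 25 nM / Times: 50 min reaction at room temperature / Signal: FRET, CFP and YFP emission / Control set: no-enzyme low control and enzyme-plus-DMSO high control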
SENP7 block: SENP7 protease inhibitors, primary screen, biochemical, luminescence, uHTS; inhibition, % at 5 µM; hit rate 1.5% among 330,000; recombinant SENP7, Z-RLRGG-aminoluciferin luminescence, 40 min; AID 434973, 2010; Sentrin-specific protease 7 (Homo sapiens), Q9BQF6;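 active means inhibition above about 50% at the single test dose, limit read from the data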;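 further: plate controls were DMSO with enzyme for no effect and no enzyme buffer wells for full effect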
Apaf1 inhib: inhibitors of human Apaf-1 apoptosome, primary screen, biochemical, DEVD-Rh110 fluorescence, uHTS; Apoptotic protease-activating factor 1 (Homo sapiens), O14727; reconstituted apoptosome caspase-3 activity; inhibition, % at 20 µM; hit rate 0.71% among 330,000; active means inhibition of at least 40% at 20 µM;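 further: plate controls were DMSO wells for no effect and DEVD-CHO caspase inhibitor wells for full effect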
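Material: reconstituted apoptosome with Apaf-1, cytochrome c, caspase-9, procaspase-3, dATP / Buffer or medium: pH 7.5 Hepes buffer with CHAPS, BSA, DTT / Also added: cytochrome c with DEVD-Rh110 / Schedule: compound with Apaf-1, dATP, procaspase-3 30 min, then 50 min reaction, room temperature / Technique: rhodamine 110 fluorescence at Ex 480/Em 540 nm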
SENP8 block-1: SENP8 protease inhibitors, primary screen, biochemical, luminescence. purified SENP8, Z-RLRGG-aminoluciferin cleavage. inhibition, % at 10 µM. hit rate 1.2% among 330,000. AID 2540, 2010; in the data active means inhibition above about 50%
UBC13 inh: UBC13 polyubiquitin chain formation inhibitors, primary screen, biochemical, TR-FRET, uHTS | hit rate 0.47% among 330,000 | inhibition, % at 20 µM | AID 485273, 2010 | Ubiquitin-conjugating enzyme E2 N (Homo sapiens), P61088; in the data active means inhibition above about 45%, passing the limit was not always enough
Target sequence (P61088 whole entry, looked up): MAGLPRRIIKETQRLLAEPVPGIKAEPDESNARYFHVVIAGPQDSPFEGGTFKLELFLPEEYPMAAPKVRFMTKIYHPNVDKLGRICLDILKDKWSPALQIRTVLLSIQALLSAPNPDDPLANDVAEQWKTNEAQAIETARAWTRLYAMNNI
SENP8 block-2: human SENP8 protease inhibitors, primary screen, biochemical, fluorescence, Nedd8 protein substrate, uHTS; Sentrin-specific protease 8 (Homo sapiens), Q96LD8; recombinant SENP8; inhibition, % at 20 µM; hit rate 0.64% among 360,000; AID 602440, 2012; in the data active means inhibition mostly above about 40%, no sharp cut-off; inactive means mostly below about 27%
SENP6 block: SENP6 protease inhibitors, primary screen, biochemical, luminescence, uHTS | Sentrin-specific protease 6 (Homo sapiens), Q9GZR1 | Recombinant SENP6 catalytic domain, aminoluciferin luminescence | inhibition, % at 10 µM | hit rate 1.8% among 330,000;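 active means inhibition above about 50% at the single tested dose, limit read from the data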;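 further: plate controls were DMSO wells with enzyme for no effect and DMSO wells lacking enzyme for full effect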
Target sequence (Q9GZR1 628-1112 limits assumed): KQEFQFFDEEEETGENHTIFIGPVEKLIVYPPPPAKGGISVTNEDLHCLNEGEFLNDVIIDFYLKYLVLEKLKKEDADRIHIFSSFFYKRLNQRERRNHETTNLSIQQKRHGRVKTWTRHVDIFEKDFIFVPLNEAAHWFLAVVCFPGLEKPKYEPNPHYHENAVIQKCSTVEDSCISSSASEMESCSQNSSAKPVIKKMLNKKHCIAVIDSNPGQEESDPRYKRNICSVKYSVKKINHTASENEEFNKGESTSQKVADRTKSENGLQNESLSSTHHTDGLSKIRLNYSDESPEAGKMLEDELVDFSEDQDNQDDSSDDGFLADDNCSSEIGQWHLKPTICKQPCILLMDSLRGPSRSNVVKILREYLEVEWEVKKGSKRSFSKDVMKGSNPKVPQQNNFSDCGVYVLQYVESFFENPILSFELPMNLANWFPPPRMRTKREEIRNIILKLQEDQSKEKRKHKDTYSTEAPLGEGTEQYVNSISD
Numbers without * were called inactive; & = joins results of further samples; ! = repeats disagree.

item	Molecule	A3G deaminase	SENP1 inh	SENP7 block	Apaf1 inhib	SENP8 block-1	UBC13 inh	SENP8 block-2	SENP6 block
1	c1nc2sc3c(c2c2nnnn12)CCCC3	-1.8	-2.6	0.9	10.5	-4.3	6.6	-21.3	2.4
2	COc1ccc(CC(=O)n2c(CC#N)nc3ccccc32)cc1OC	0.0	-4.3	-0.1	-0.6	6.4	-0.2	-15.1	1.2
3	CCN(CC)C(=O)c1cccc(NC(=O)C2CCN(C(=O)c3cccs3)CC2)c1	-4.1	3.9	0.1	-5.6	-1.2	15.3	17.0	6.7
4	COc1ccc(-c2cc(C(F)(F)F)n3nc(C(=O)N4CCN5CCCC5C4)cc3n2)cc1OC (stereo unspecified)	0.1	-35.0	-2.0	9.0	11.5	5.1	-297.8	10.6
5	CCSc1nc(O)c(CC)c(=O)n1C(C)CC (stereo unspecified)	-4.2	1.7	4.7	-5.3	4.8	0.8	13.2	1.9
6	COc1ccc(S(=O)(=O)N2CCOC23CCN(S(=O)(=O)c2ccc(C)cc2)CC3)cc1	-9.5	-1.2	-1.6	19.2	-6.9	-5.1	1.7	-13.5
7	CCOc1ccc(CN(C)C(=O)NNC(=O)c2ccc(C)cc2)cc1OC	-9.6	1.5	-0.7	4.4	-9.4	-5.3	5.4	-13.7
8	O=c1[nH]c(N/N=C/c2ccccc2)nc2ccccc12	-5.4	-29.1	7.8	9.3	-7.2	11.1	-312.7	29.1
9	O=C(c1ccc(-c2cccc(C(F)(F)F)c2)o1)N1CCOCC1	-9.8	2.5	1.7	4.3	-3.5	-4.3	9.0	-9.6
10	CN(CCNC(=O)c1ccc(CS(=O)(=O)c2c(Cl)cccc2Cl)o1)CCc1ccccc1	-8.0	1.1	-3.5	-0.9	-7.5	9.7	6.1	-6.6
11	CSc1cccc(NC(=S)Nc2cc(C)ccc2C)c1	-5.2	-1.0	-11.5	-3.7	-4.7	-1.9	13.5	-13.1
12	Cc1ccc(NC(=O)C(C)OC(=O)c2ccc(NC(=O)CC#N)cc2)cc1S(=O)(=O)N1CCOCC1 (stereo unspecified)	-6.9	-11.7	6.8	-5.0	-5.8	-11.8	-33.3	2.9
13	COc1cccc(/C=C/C(=O)OCC(=O)NCc2ccco2)c1	12.6	1.0	-5.9	6.9	-3.7	2.6	-235.1	-15.1
14	CCc1c(C(=O)NCCc2cccc(C)c2)[nH]c(C)c1C(C)=O	2.1	0.8	4.4	14.2	4.5	8.4	16.2	-9.7
15	Cc1nc2c(C)c(C)c(C)c(C)c2nc1C	-1.3	0.8	-0.3	-4.0	1.4	6.9	-26.8	-33.5
16	COc1ccc(NC(=O)c2ccc3snnc3c2)cc1	-10.3	1.1	2.1	8.7	-5.6	-1.8	11.2	-6.0
17	NC(=O)CN1CCN(c2ccccc2F)CC1	12.0	2.8	-11.9	3.7	-5.8	-10.4	25.8	-0.6
18	COc1ccc(OC)c(CNC(=O)c2coc(=O)c3ccccc23)c1	-3.3	0.6	0.1	-5.2	-0.5	-3.6	3.2	-16.8
19	CCCCNC(=O)CSc1nnc(Cc2ccccc2)n1CC1CCCO1 (stereo unspecified)	-6.2	0.6	-4.0	-8.8	-7.9	-0.3	14.0	-6.7
20	COc1cnn(-c2ccccc2)c(=O)c1SCc1ccc(Cl)c(Cl)c1	-4.4	2.0	-12.9	10.2	-5.1	0.4	1.2	1.1
21	CC(C)[C@H](NS(=O)(=O)/C=C/c1ccccc1)C(=O)OCC(=O)NC(N)=O	-0.4	2.7	2.1	0.1	-1.2	7.9	20.1	-8.5
22	Cc1cc(C(=O)NNC(=O)CCCCC(=O)NNC(=O)c2cc(C)[nH]n2)n[nH]1	-3.9	2.6	7.3	0.1	0.5	25.7	24.6	-4.3
23	CCCn1c(C)cc(/C=C(\C#N)C(=O)OCC(=O)NC(=O)NC(C)(C)C)c1C	-5.4	-5.2	-4.4	5.6	-3.0	4.2	-100.3	-13.1
24	COc1ccc(F)cc1S(=O)(=O)Nc1ccc2c(c1)OCCO2	0.1	-6.8	-7.6	3.3	-7.7	5.8	2.4	-1.4
25	O=C(N/N=C/c1ccncc1)c1ccccc1OCc1ccc(Br)cc1	-6.6	1.4	-1.5	4.0	-2.5	14.6	23.0	-10.8
26	COc1cc(OC)c2c(-c3ccccc3)cc(=O)oc2c1C(CCN1CCCC(C)C1)c1ccc2c(c1)OCO2 (stereo unspecified)	-10.1	-0.3	-10.8	56.2*	-1.5	4.4	-42.7	-27.1
27	Nc1ccc(S(=O)(=O)Nc2nccc(/C=C/c3ccc(Cl)cc3Cl)n2)cc1	-7.0	-0.4	3.4	-8.1	-0.3	10.8	10.6	1.9
28	Cc1ccc(OCc2nnc(-c3ccc(Cl)cc3)o2)cc1	1.3	3.1	1.1	-6.4	-3.2	3.7	18.1	-1.3
29	Cc1ccc(OCCNC(=O)c2ccccc2F)cc1	-10.8	0.8	-0.7	-2.1	-0.1	4.2	16.0	-8.4
30	O=C(O)c1sccc1SCc1ccc(Cl)cc1Cl	1.1	-0.8	7.0	4.5	-2.1	2.7	23.4	13.5
31	O=S(=O)(NCc1ccccn1)c1ccc(Cl)c(C(F)(F)F)c1	27.8	1.6	6.2	-0.8	8.9	3.3	7.3	-27.5
32	O=C(CCc1cccc(Cl)c1)N1CCCC(Nc2ccccc2)C1 (stereo unspecified)	-7.5	0.5	-0.6	14.5	-5.4	7.2	11.3	-6.1
33	Cn1c(=O)oc2cc(S(=O)(=O)N3CCC(C(=O)N4CCc5ccccc5C4)CC3)ccc21	-12.2	3.8	-15.3	22.7	-13.6	-5.2	6.8	2.4
34	COC(CN(C)C(=O)c1ccc(CS(=O)(=O)c2ccccc2C)o1)OC	-5.2	-0.7	-10.1	4.8	-12.1	0.6	7.6	0.2
35	Cc1ccc(/C=C/c2ccc(=O)n(Cc3ccc(F)cc3)n2)cc1	-6.1	-0.4	-10.3	25.7	-4.8	1.5	-359.4	-13.4
36	COc1ccc(CNC(=O)CCCn2nc(C)c3c(C)n(-c4ccc(C)cc4)nc3c2=O)cc1OC	-4.3	0.8	1.6	-0.5	3.5	-15.3	11.1	4.7
37	CCn1c(SCC(=O)NCc2ccco2)nnc1-c1ccc(N)cc1	-12.1	1.1	0.9	-11.5	-4.3	2.5	-6.5	-11.9
38	Cc1cc2cccc(C)c2nc1SCC(=O)NCC1CCCO1 (stereo unspecified)	-1.6	1.8	-4.0	-1.3	2.5	12.1	12.8	0.9
39	COC(=O)/C(=C/c1ccco1)NC(=O)c1ccco1	-1.7	-0.8	3.3	0.1	-9.4	-7.1	4.3	-4.3
40	CC[C@@H](NS(=O)(=O)c1ccc(C)cc1)C(=O)Oc1ccc2c3c(c(=O)oc2c1)CCC3	-2.7	-120.5	2.0	7.5	-1.5	16.1	-339.1	3.9
41	CCN(CC)C(=O)CC(c1ccc2c(c1)OCO2)c1c(O)cc(OC)cc1OC (stereo unspecified)	-15.6	-6.5	-18.9	12.9	-14.5	-4.5	8.1	-8.2
42	CCN1CCN(c2cc(C)c3cc(NC(=O)c4cccs4)ccc3n2)CC1	0.1	1.1	3.0	5.6	-2.6	1.5	-76.1	-6.9
43	Cc1cc(=O)oc(C)c1C(=O)Nc1ccccc1F	-5.3	4.0	-10.3	-8.4	-5.2	-10.1	7.6	-8.6
44	O=C(COC(=O)c1ccc2c(c1)OCO2)Nc1ccccc1	-6.7	3.9	3.5	-20.5	-10.3	9.3	19.0	-0.6
45	COc1ccc(NC(=O)CSc2nc3ccccc3c(=O)n2CCCN2CCCCC2)c(OC)c1	-5.9	0.8	-1.8	1.5	0.9	12.8	22.9	-20.7
46	CN(C)c1ccnc2c[cH-]cc12.[Fe].c1ccc(-[c-]2[c-](-c3ccccc3)[c-](-c3ccccc3)[c-](-c3ccccc3)[c-]2-c2ccccc2)cc1 (stereo unspecified)	-8.6&-7.2	1.8&0.3	7.1&-2.5	47.2*!	-8.3&-12.2	31.9&2.2	5.4&29.1	-0.2&-7.8
47	COc1ccc(/C=C(/NC(=O)c2ccco2)C(=O)N2CCCC2=O)cc1	-0.6	-0.2	0.8	7.3	4.3	-9.3	11.7	-1.7
48	O=C(OCc1ccc(Cl)c(Cl)c1)c1cccnc1Cl	-0.6	-0.6	2.9	14.1	7.2	4.4	11.7	37.0
49	CN(C)CCNC(=O)c1c(CSc2ccc(Cl)cc2)noc1C(=O)NCc1ccccc1	-0.8	-0.7	4.3	25.6	-9.5	27.4	10.1	-2.3
50	CC(C)(C)OC(=O)NCCCC[C@H](NC(=O)c1[nH]cnc1C(=O)Nc1ccc(Cl)cc1)C(=O)OC(C)(C)C	-6.3	1.4	16.1	10.1	-12.5	-47.7	-19.9	-15.6

(next part)
item	Molecule	A3G deaminase	SENP1 inh	SENP7 block	Apaf1 inhib	SENP8 block-1	UBC13 inh	SENP8 block-2	SENP6 block
51	COc1cccc(C2CC(c3ccccc3C)n3nc(N)nc3N2)c1 (stereo unspecified)	-3.2	0.5	-1.2	-0.5	-2.7	3.7	-2.7	-16.8
52	Fc1ccc(-c2csc(N3CCOCC3)n2)cc1	-5.4	-1.9	1.5	-6.9	-11.7	5.7	16.1	-23.8
53	COc1ccc(S(=O)(=O)N2CCC(C(=O)NCCC(=O)Nc3cccc(OC)c3)CC2)cc1	-4.4	1.1	1.9	2.8	-1.3	2.0	9.4	6.9
54	Nc1ccccc1-c1ccccc1N	-3.7	0.4	0.2	-8.3	-4.0	5.0	-240.0	-0.6
55	COc1ccccc1C(=O)NCCC(=O)N1CCN(c2ccc(C(F)(F)F)cn2)CC1	-7.8	0.3	4.1	1.1	-10.1	3.0	-63.9	-8.4
56	CCCCCCn1cc(C(=O)OCC)c(=O)c2cc(F)c(F)cc21	-2.3	1.2	5.5	-2.4	-5.6	6.0	24.5	-4.3
57	CC(C)N(Cc1ccccc1)C(=O)CN1C(=O)COc2ccc(S(=O)(=O)N3CCCCCC3)cc21	-6.5	0.9	8.2	11.6	-4.6	3.5	-6.3	-5.7
58	COc1ccccc1C1=NOC(Cn2c(NCCOCCO)nc3c2c(=O)n(C)c(=O)n3C)C1 (stereo unspecified)	1.2	-1.3	1.5	-12.0	-7.3	-2.7	10.8	-9.2
59	O=C(Nc1ccc2c(c1)OCCO2)C1CC1c1ccccc1 (stereo unspecified)	-3.8	-0.9	-1.7	-4.8	-7.1	17.0	-13.7	-17.2
60	O=C1CC(c2ccco2)CC(O)=C1C=NCC1CCNCC1 (stereo unspecified)	2.6	8.8	5.0	17.9	8.1	-3.8	65.3*	7.2
61	O=C(COc1ncnc2cc([N+](=O)[O-])ccc12)N(CCc1ccccc1)Cc1ccccc1	-3.5	-5.1	-0.3	14.9	-2.7	1.1	-0.1	1.4

Grouped by structure, the compounds so far with a tert-butyl group (2)
item	Molecule	A3G deaminase	SENP1 inh	SENP7 block	Apaf1 inhib	SENP8 block-1	UBC13 inh	SENP8 block-2	SENP6 block
23	CCCn1c(C)cc(/C=C(\C#N)C(=O)OCC(=O)NC(=O)NC(C)(C)C)c1C	-5.4	-5.2	-4.4	5.6	-3.0	4.2	-100.3	-13.1
50	CC(C)(C)OC(=O)NCCCC[C@H](NC(=O)c1[nH]cnc1C(=O)Nc1ccc(Cl)cc1)C(=O)OC(C)(C)C	-6.3	1.4	16.1	10.1	-12.5	-47.7	-19.9	-15.6
